# TR-FRET SRC-2 ct – TR-FRET artefact, counter-screen to PPARgamma/SRC-2 agonist assay; stronger effect = higher value; TR-FRET ratio at 8 µM; 200,000 tested, 0.4% active; in the data active means TR-FRET ratio above about 2000; further: inactives centre near 1500
# PPARg SRC-1 ag – agonists of human PPARgamma SRC-1 coactivator recruitment | PPARgamma-SRC-1 coactivator recruitment biochemical assay | P37231 | activation, % at 8 µM | 200,000 tested, 0.41% active; in the data active means activation above about 19%;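 further: 0% = DMSO and 100% = reference agonist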
# PMI act satM6P – PMI (human) activation, high substrate; coupled PMI enzyme assay, resazurin fluorescence, 20 min; stronger effect = higher value; 1 = untreated enzyme, 0 = substrate-free blank; activation factor at 20 µM; AID 1216; P34949; 190,000 tested, 0.34% active;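 active means activation factor of 2 or more at 20 µM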
# Target sequence (P34949 whole entry, looked up): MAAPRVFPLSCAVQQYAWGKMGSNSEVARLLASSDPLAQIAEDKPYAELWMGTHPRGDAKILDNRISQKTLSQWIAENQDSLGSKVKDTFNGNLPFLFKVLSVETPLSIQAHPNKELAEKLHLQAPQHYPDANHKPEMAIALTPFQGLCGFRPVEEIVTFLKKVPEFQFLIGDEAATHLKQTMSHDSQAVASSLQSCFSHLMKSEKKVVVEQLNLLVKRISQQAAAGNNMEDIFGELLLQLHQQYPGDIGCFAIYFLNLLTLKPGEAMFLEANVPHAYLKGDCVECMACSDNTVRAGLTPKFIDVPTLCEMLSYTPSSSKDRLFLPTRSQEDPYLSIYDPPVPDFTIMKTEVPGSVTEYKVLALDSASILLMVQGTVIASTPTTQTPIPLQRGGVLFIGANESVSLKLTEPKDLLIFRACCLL
#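 Test system: human phosphomannose isomerase with PGI, G6PDH, diaphorase coupling enzymes; Amount: PMI at 15 ng/mL final; Reagent: Mannose-6-phosphate 1.0 mM (near-saturating) plus 0.22 mM NADP+; Timing: 20 min, room temperature; Technique: resorufin fluorescence at Ex 544/Em 590 nm; Dosing: 20 µM single dose.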
# PPARg SRC3 recr – PPARgamma-driven SRC-3 recruitment agonism. biochemical PPARgamma/SRC-3 coactivator recruitment assay. activation, % at 8 µM. 200,000 tested, 0.26% active. AID 731; in the data active means activation above about 23%;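 further: 0% = DMSO and 100% = reference agonist; some compounds past the cut are filed as inactive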
# G6PDH CS – counter-screen for G6PDH assay hits: L. mesenteroides G6PDH inhibition; Purified L. mesenteroides G6PDH, diaphorase/resazurin coupled fluorescence, 45 min; inhibition, % at 5 µM; 200,000 tested, 0.12% active; AID 1020; in the data active means inhibition above about 50%
# PMI act – activators of human phosphomannose isomerase. AID 1214. activation factor at 20 µM. purified human PMI, coupled resazurin fluorescence, 20 min; stronger effect = higher value; 1 = vehicle control, 0 substrate-free wells. 190,000 tested, 0.005% active. P34949;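 active means activation factor of 2 or more at 20 µM, relative to plate controls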
# Diaphorase inh – inhibits diaphorase or chemically oxidizes, flagging diaphorase assay artifacts. inhibition, % at 20 µM. diaphorase resazurin-to-resorufin fluorescence, NADH, 16 min; bacterial (C. kluyveri) enzyme, not human. AID 1217. 190,000 tested, 0.69% active;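 active means primary screen inhibition at 20 µM above a set limit, cut at about 50% in these data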;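 further: plate controls were DMSO with full reaction for no effect and wells lacking NADH for full effect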
#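 System: Diaphorase enzyme from Clostridium kluyveri | Amount: Enzyme working solution with 0.14 U/mL diaphorase | Benchmarks: No-NADH positive control and DMSO neutral control | Signal: Fluorescence of resorufin formed from resazurin, Ex 544/Em 590 nm | Schedule: 16-min room-temperature incubation before reading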
# ROMK mod – modulators of human ROMK potassium channel; 130,000 tested, 2% active; Tet-inducible ROMK, thallium flux fluorescence; actives lie on both sides; P48048; B-score at 10 µM; AID 1918;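 active means signal ratio slope over the read window, or its plate-corrected B-score, at least 3 SD from the plate mean, either direction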;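 further: B-score of the F/F0 ratio slope over 7 to 12 s after thallium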
# Target sequence (P48048 whole entry, looked up): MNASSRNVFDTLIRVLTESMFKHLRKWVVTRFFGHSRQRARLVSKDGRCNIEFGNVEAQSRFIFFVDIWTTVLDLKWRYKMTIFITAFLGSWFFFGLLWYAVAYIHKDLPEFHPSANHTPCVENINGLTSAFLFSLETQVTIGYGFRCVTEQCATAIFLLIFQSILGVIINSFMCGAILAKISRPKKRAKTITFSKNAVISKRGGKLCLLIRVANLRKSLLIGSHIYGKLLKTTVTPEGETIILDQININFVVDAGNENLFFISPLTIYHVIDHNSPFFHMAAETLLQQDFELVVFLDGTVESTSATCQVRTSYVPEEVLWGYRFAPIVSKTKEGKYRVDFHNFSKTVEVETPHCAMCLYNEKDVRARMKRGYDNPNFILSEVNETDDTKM
# S1P3 antag – antagonists of human S1P3 receptor. Q99500. CHO S1P3 NFAT-BLA reporter, FRET fluorescence, antagonist mode. inhibition, % at 4.98 µM. 170,000 tested, 0.27% active. AID 485;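 active means inhibition above the plate cutoff, the mean inhibition of test wells on that plate plus 3 SD, cut at about 28% in these data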;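 further: cells challenged with S1P at its EC80 of 0.8 µM; blue over green emission ratio from cleaved BLA substrate after 4 h stimulation; 0% = S1P-stimulated wells and 100% = unstimulated DMSO-only wells; some compounds past the cut are filed as inactive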
# PPARg SRC-2 ag – agonists of SRC-2 recruitment by human PPARgamma; activation, % at 8 µM; AID 1032; PPARgamma LBD-SRC-2 recruitment, biochemical; 200,000 tested, 0.34% active; in the data active means activation above about 22%;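 further: 0% = vehicle and 100% = reference agonist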
# Diaph act CS – counter-screen for diaphorase-based assays: diaphorase activators and chemical reducers; Diaphorase/resazurin coupled assay, resorufin fluorescence, 16 min; stronger effect = higher value; 1 = vehicle wells, 0 = NADH-free wells; activation factor at 20 µM; 190,000 tested, 0.005% active; AID 1229;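 active means diaphorase activity raised at least twofold by the compound at 20 µM; inactive means activation factor below 2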
#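 Measured by – red resorufin fluorescence at 544/590 nm excitation/emission · Test system – Clostridium kluyveri diaphorase, purified enzyme · Incubation – reaction time 16 min, room temperature · Buffer or medium – 50 mM HEPES pH 7.4 with 4.542 mM MgCl2, 0.005% Tween 20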
# The depositor's hits bear a star; x = not tested or not shown.
(1) O=S(=O)(Nc1ccc(S(=O)(=O)Nc2ccccc2)cc1)c1ccccc1
(2) Cc1nc(SCC(=O)N2CC(=O)Nc3ccccc32)c2c(C)c(C)sc2n1
(3) COC(=O)c1ccc(C2C(Oc3ccc(OC)cc3)C(=O)N2CCc2ccc(OC)c(OC)c2)cc1 (centres undefined)
(4) CC(C(=O)NC1CCCC1)N(Cc1ccco1)C(=O)c1snc(C(=O)NC2CCCC2)c1N (centres undefined)
(5) CCN(CC)CCOC(c1ccccc1)c1ccc(C)cc1 (centres undefined)
(6) NC(=O)c1ccc[n+](CCC[n+]2cccc(C(N)=O)c2)c1
(7) N#CC1=C2Nc3ccccc3N2C(=O)NC1(c1ccccc1)C(F)(F)F (centres undefined)
(8) COc1cccc(OC)c1C(=O)Nc1nnc(-c2cccs2)s1
assay / compound	1	2	3	4	5	6	7	8
TR-FRET SRC-2 ct	1385	1368	1636	1548	1627	1660	1394	1921
PPARg SRC-1 ag	4	4	4	9	0	11	-2	31*
PMI act satM6P	1	0.8	1	1	1.1	1	1	1.1
PPARg SRC3 recr	3	7	4	8	2	5	2	16
G6PDH CS	-4	14	15	2	2	2	-5	15
PMI act	1	0.9	0.5	1	1.1	1.1	1	1
Diaphorase inh	12	20	-2	15	-7	6	6	13
ROMK mod	x	x	x	-2.4	-0.47	-0.51	-0.29	-0.083
S1P3 antag	x	x	6	12	-4	-24	x	8
PPARg SRC-2 ag	-7	4	2	-2	1	1	-1	28*
Diaph act CS	0.9	0.8	1	0.9	1.1	0.9	0.9	0.9

(9) O=C(CN1CCSCC1)c1c[nH]c2ccccc12
(10) O=C(CCC(=O)OCC(F)(F)C(F)F)Nc1ccccc1F
(11) COc1cccc(N(Cc2nnc3n2CCCCC3)C(=O)Nc2ccccc2)c1
(12) CC(C)CCn1c(=O)c2ccccc2n2c(COC(=O)c3ccc(S(=O)(=O)N(C)C)cc3)nnc12
(13) CC1CCC(C(=O)NC(C(=O)NCc2cccnc2)C(C)C)CC1 (centres undefined)
(14) COc1ccccc1C(=O)NC(=S)Nc1ccc(NC(=O)c2cccs2)cc1
(15) Cc1ccc(OCCSc2nnc(C)c(=O)n2N)cc1
(16) COc1cc2nc(C3CCC3)nc(N3CCN(c4ccccn4)CC3)c2cc1OC
assay / compound	9	10	11	12	13	14	15	16
TR-FRET SRC-2 ct	1466	1607	1631	x	1353	1457	1718	1415
PPARg SRC-1 ag	-6	4	9	x	2	6	13	-7
PMI act satM6P	1	0.9	0.8	0.9	1	1	0.8	0.9
PPARg SRC3 recr	-7	4	5	x	8	4	1	2
G6PDH CS	6	5	1	4	15	-8	-2	-4
PMI act	1	1	1	1	1	1	1	0.9
Diaphorase inh	5	12	10	10	6	12	12	8
ROMK mod	x	x	1.6	x	0.09	x	x	0.88
S1P3 antag	x	8	1	12	x	-3	-1	6
PPARg SRC-2 ag	-6	2	7	x	4	7	11	-6
Diaph act CS	0.9	0.9	0.9	0.9	0.9	0.9	0.9	0.9

(17) CCCOc1c(Br)cc(C(N)=O)cc1OCC
(18) CC1(C)Cc2noc(N)c2C(C)(C)N1O
(19) COc1ccc(N(CC(=O)N2CCC(Cc3ccccc3)CC2)S(C)(=O)=O)cc1
(20) N#Cc1c(-c2ccc(Cl)cc2)ccn2nc(CCC(=O)O)nc12
(21) CCC(=O)n1nc(-c2ccc(OC)cc2)nc1SC
(22) COc1ccc(-c2cc3nc4n(c(=O)c3s2)CCC4)cc1
(23) Cc1ccc(NC(=O)CS(=O)CC(=O)NCCCc2ccccc2)cc1Cl (centres undefined)
(24) O=C(CCS(=O)(=O)c1cccs1)NC1CCCCCC1
assay / compound	17	18	19	20	21	22	23	24
TR-FRET SRC-2 ct	1710	1474	1577	1537	1474	1505	1665	1561
PPARg SRC-1 ag	12	5	4	0	-2	4	5	0
PMI act satM6P	1	1.4	1	1.1	1.1	0.9	1.1	1
PPARg SRC3 recr	3	1	5	2	0	7	10	2
G6PDH CS	6	3	1	12	4	-31	-2	-4
PMI act	1	1.4	0.9	1	1	0.9	1.1	1
Diaphorase inh	-3	17	10	5	9	6	6	14
ROMK mod	-0.49	0.81	-1.7	0.47	x	x	x	0.65
S1P3 antag	-16	-24	-3	x	x	19	x	x
PPARg SRC-2 ag	7	4	15	-2	-7	8	3	-11
Diaph act CS	1	0.8	0.9	0.9	0.9	0.9	0.9	0.9

(25) Cc1ccsc1C(=O)Nc1ccc(O)c(-c2nc3ccccc3s2)c1
(26) S=C(NCCc1ccccc1)Nc1ccc(Br)cn1
(27) CCCC(=O)NC(=S)Nc1ccc(C(C)=O)cc1
(28) CC(/C=C/c1ccco1)=N\NC(=O)c1cccc(Cl)c1
(29) ONC(=Nc1ccccc1)c1ccccc1Cl
(30) O=C(CCC(=O)c1cccs1)Nc1nnc(C2CC2)s1
(31) Clc1ccc(-c2nnc(NC3=NCCCCC3)o2)cc1
(32) CCOCCCNC(=S)N1CCC(C(=O)c2ccc3c(c2)OCCO3)CC1
assay / compound	25	26	27	28	29	30	31	32
TR-FRET SRC-2 ct	1386	1784	1561	1496	1672	1469	1554	1310
PPARg SRC-1 ag	-4	11	6	4	5	6	6	-7
PMI act satM6P	0.8	0.9	1	0.9	1	1.1	1.1	0.8
PPARg SRC3 recr	5	1	4	0	1	4	3	-3
G6PDH CS	2	-9	12	-12	3	1	9	18
PMI act	1	0.8	1.1	1	1	0.9	1.1	0.9
Diaphorase inh	3	15	-10	9	13	-4	10	11
ROMK mod	-0.11	1.3	0.26	x	x	x	x	0.018
S1P3 antag	-7	-20	7	-7	x	-13	25	-17
PPARg SRC-2 ag	0	5	5	2	12	-4	5	-3
Diaph act CS	1	0.8	1.1	0.9	0.9	1	0.9	0.9

(33) CSc1ccc(S(=O)(=O)Nc2ccc(OCC(=O)N3CCOCC3)cc2)cc1
(34) OCCC1CN(Cc2cn[nH]c2C2CCCCC2)CCN1Cc1ccccc1 (centres undefined)
(35) CCC(C)n1c(-c2cc(OC)c(OC)c(OC)c2)nc2nc3ccccc3nc21 (centres undefined)
(36) N#Cc1cc(-c2ccccc2)cnc1Sc1ccccc1
(37) CCC1CCC(C(=O)NNC(=O)c2cc(-c3ccco3)[nH]n2)CC1 (centres undefined)
(38) COc1ccc(NC2=CC(c3ccc(F)cc3)N(c3ccc(OC)cc3)C2=O)cc1 (centres undefined)
(39) CCOC(=O)c1c(C)n(CCNC(C)=O)c2ccc(OC)cc12
(40) Nc1nc(C(F)(F)F)c(Br)c(=O)n1N
assay / compound	33	34	35	36	37	38	39	40
TR-FRET SRC-2 ct	1828	1351	1693	1569	1511	1644	1644	1619
PPARg SRC-1 ag	3	0	5	-7	-3	16	4	5
PMI act satM6P	0.9	0.9	0.9	0.9	1	0.9	0.9	1.1
PPARg SRC3 recr	6	2	-2	0	-1	1	0	0
G6PDH CS	8	12	-6	10	-3	2	2	3
PMI act	0.9	0.9	0.8	0.9	1.3	0.9	0.9	1.1
Diaphorase inh	33	10	13	3	21	18	10	3
ROMK mod	0.52	0.093	x	x	-0.52	-0.07	x	0.34
S1P3 antag	11	11	x	x	-24	-1	x	-11
PPARg SRC-2 ag	7	3	2	2	-1	0	4	-6
Diaph act CS	0.7	0.9	0.9	1	0.8	0.8	0.9	1

(41) CCN(CC(=O)Nc1ccc(N2CCOCC2)cc1)C(=O)c1ccc(C#N)cc1
(42) CS(=O)(=O)NCCn1ccc2ccccc21
(43) CC(C(=O)NCc1ccc2c(c1)OCO2)N(c1ccccc1)S(C)(=O)=O (centres undefined)
(44) CN(C)c1ccc(C(C#N)c2ccccc2)nn1 (centres undefined)
(45) CC(=O)Nc1nnc(COc2ccccc2)s1
(46) Cc1ccc(NC(=O)/C(C#N)=C/c2ccc(C)s2)c(C)c1
(47) CC[n+]1ccc(C)c2cc(P(=O)(c3ccccc3)c3ccccc3)ccc21
(48) COCCNC(=O)C1=C(N)C(C(=O)Nc2ccc(C)c(S(=O)(=O)N3CCCCC3)c2)SC1=Nc1ccc(C)cc1C (centres undefined)
assay / compound	41	42	43	44	45	46	47	48
TR-FRET SRC-2 ct	1562	1628	1424	1601	1448	1585	1505	1401
PPARg SRC-1 ag	9	6	-3	6	3	6	1	0
PMI act satM6P	1.1	1	0.9	0.9	1	1	0.8	1.1
PPARg SRC3 recr	2	7	-5	1	2	12	2	9
G6PDH CS	6	2	-3	6	8	16	8	7
PMI act	1.2	1.2	0.9	0.9	0.9	1	1.2	1
Diaphorase inh	-3	0	22	4	14	2	16	23
ROMK mod	-0.023	-0.28	-0.018	-0.052	0.53	x	0.34	x
S1P3 antag	3	-14	-32	-12	-6	x	-1	x
PPARg SRC-2 ag	-9	5	-5	4	4	-3	14	4
Diaph act CS	1	1	0.8	1	0.9	1	0.8	0.8

# Entries listed so far that have a thiophene ring, fused or not:
(2) Cc1nc(SCC(=O)N2CC(=O)Nc3ccccc32)c2c(C)c(C)sc2n1
(8) COc1cccc(OC)c1C(=O)Nc1nnc(-c2cccs2)s1
(14) COc1ccccc1C(=O)NC(=S)Nc1ccc(NC(=O)c2cccs2)cc1
(22) COc1ccc(-c2cc3nc4n(c(=O)c3s2)CCC4)cc1
(24) O=C(CCS(=O)(=O)c1cccs1)NC1CCCCCC1
(25) Cc1ccsc1C(=O)Nc1ccc(O)c(-c2nc3ccccc3s2)c1
(30) O=C(CCC(=O)c1cccs1)Nc1nnc(C2CC2)s1
(46) Cc1ccc(NC(=O)/C(C#N)=C/c2ccc(C)s2)c(C)c1
assay / compound	2	8	14	22	24	25	30	46
TR-FRET SRC-2 ct	1368	1921	1457	1505	1561	1386	1469	1585
PPARg SRC-1 ag	4	31*	6	4	0	-4	6	6
PMI act satM6P	0.8	1.1	1	0.9	1	0.8	1.1	1
PPARg SRC3 recr	7	16	4	7	2	5	4	12
G6PDH CS	14	15	-8	-31	-4	2	1	16
PMI act	0.9	1	1	0.9	1	1	0.9	1
Diaphorase inh	20	13	12	6	14	3	-4	2
ROMK mod	x	-0.083	x	x	0.65	-0.11	x	x
S1P3 antag	x	8	-3	19	x	-7	-13	x
PPARg SRC-2 ag	4	28*	7	8	-11	0	-4	-3
Diaph act CS	0.8	0.9	0.9	0.9	0.9	1	1	1

# Screening data from PubChem.
